Screening data deposited in PubChem BioAssay by MTDP.
RNase H inhibition – RNase H inhibition, HIV 1 Gag Pol polyprotein, FRET biochemical assay, screening (AID 372); HIV-1 RT RNase H, FRET RNA/DNA substrate fluorescence; higher % means a stronger effect; inhibition, % at 10 µM, or IC50 in µM where a hit was titrated; 100,000 compounds, 0.77% hits; in the data active means inhibition above about 50%
The depositor's hits bear a star.

item	structure	RNase H inhibition
1	CC(C)CNC(=O)c1cc(C(=O)NCC(C)C)cc(C(=O)Nc2ccc([N+](=O)[O-])cc2)c1	9%
2	CCOC(=O)C(CCCC(OC(=O)c1ccccc1)(C(=O)OCC)C(=O)OCC)(OC(=O)c1ccccc1)C(=O)OCC	17%
3	O=C(O)c1ccc2c3c(cccc13)C(=O)N(c1ccccc1O)C2=O	8%
4	COc1cc(-c2nnc(SCC(=O)N/N=C/c3cn(-c4ccccc4)nc3-c3ccccc3)n2-c2ccccc2)cc(OC)c1OC	1%
5	O=C(CSc1ccc(Cl)cc1)NCCSc1nc2ccccc2s1	20%
6	N#C/C(=C/c1cccc(C(F)(F)F)c1)C(=O)NCc1ccccc1	17%
7	O=C(Nc1ccc(Cl)c(Cl)c1)Nc1nnc(-c2ccccc2F)s1	11%
8	O=C(N/N=C/c1ccc(/C=N/NC(=O)c2cccc(I)c2)cc1)c1cccc(I)c1	53%*
9	O=C(/C=C/c1ccccc1)NCc1cccc(CNC(=O)/C=C/c2ccccc2)c1	4%
10	COc1cccc(C(=O)Nc2cccc(C)c2)c1	3%
11	Cc1cc(C)c2nc3s/c(=C\c4ccc(-c5ccc(Cl)c(C(=O)O)c5)o4)c(=O)n3c2c1	4%
12	Cc1c(-c2ccc(/C=c3/sc4nc5ccccc5n4c3=O)o2)ccc([N+](=O)[O-])c1C	0%
13	COc1ccc(C(=O)Nc2ccccc2C(C)C)cc1	0%
14	Cc1cc(-c2ccccc2)n(-c2ccc3nnc(-c4ccc(Cl)cc4)n3n2)n1	0%
15	CCC(Oc1ccccc1)C(=O)Nc1c(C)n(C)n(-c2ccccc2)c1=O (stereo not given)	8%
16	C(=C\c1ccccc1)/C1=Nc2ccccc2NC(c2ccccc2)C1 (stereo not given)	36%
17	Cc1c(NC(=O)CN2C(=O)S/C(=C/C=C/c3ccccc3)C2=O)c(=O)n(-c2ccccc2)n1C	11%
18	CCCn1c(=O)c(C(=O)Nc2ccncc2)c(O)c2ccccc21	0%
19	Cc1ccc(C)c(S(=O)(=O)N=Nc2c(O)[nH]c3ccc(Br)cc23)c1	14%
20	C=CCN1C(=O)/C(=C\c2ccc(C(=O)O)cc2)SC1=S	8%
21	COC(C)(C)c1cc(C(C)(C)C)nc(N)n1	1%
22	COc1ccc(C2SC(C)C(=O)N2c2ccc(C)cc2)cc1 (stereo not given)	35%
23	COc1ccc(/C=C2/C(=O)N=C(N)N2C)cc1OC	9%
24	COc1ccc(/C=C/C(=O)n2nnc3ccccc32)cc1	21%
25	O=C(Nc1nnc(-c2cccnc2)s1)C12CC3CC(CC(C3)C1)C2	0%
26	COC(=O)c1ccc(NC(=S)NC(=O)c2ccccc2)cc1	3%
27	CC1=CC(C)(C)Nc2ccc(OCC(=O)c3ccccc3)cc21	24%
28	O=[N+]([O-])c1cccc(-c2nnc(-c3ccc(Br)o3)o2)c1	0%
29	Cc1ccc(-c2ccc(C)cc2N)c(N)c1	0%
30	S=C(Nc1ccc2nc3c4ccccc4c4ccccc4c3nc2c1)N1CCCC1	7%
31	COc1ccc(N(CC(=O)N2CCOCC2)S(=O)(=O)c2ccccc2[N+](=O)[O-])c(OC)c1	3%
32	Nc1ccc(NC(=O)c2ccc(Cl)cc2Cl)c(Cl)c1	22%
33	O=C(Nc1ccccc1Cl)c1ccc(CN2CCc3ccccc3C2)cc1	14%
34	CC(Cc1ccccc1)N=C1NS(=O)(=O)c2ccccc21 (stereo not given)	7%
35	COc1ccc(-c2n[nH]c(=S)n2N=Cc2ccncc2)cc1	2%
36	Cc1ccc(-c2ccc(C=C3C(=O)NC(=O)NC3=O)o2)cc1Cl	36%
37	O=C(Cc1ccc(F)cc1)Nc1cccc2ccccc12	0%
38	CC(C)CSc1nnc(-c2ccc(Br)cc2)o1	17%
39	CC(C)Nc1nc(-c2ccc(Cl)cc2)nc2ccccc12	0%
40	COc1ccc(/C=C(\C#N)c2nc(-c3ccc(OC)c(OC)c3)cs2)cc1O	25%
41	COC(=O)CN1C(=O)/C(=C\c2cccc(O)c2)SC1=S	6%
42	C=CCOC(=O)C1=C(C)NC2=C(C(=O)CCC2)C1c1cccc(F)c1 (stereo not given)	4%
43	COc1cc(C(=O)Nc2c(C)cc(C)cc2C)c([N+](=O)[O-])cc1OC	3%
44	O=C(Nc1cc(Cl)ccc1O)c1cnn2c(C(F)(F)F)cc(-c3ccccc3)nc12	6%
45	Cn1c(=O)c2c(nc(SCc3ccccc3F)n2Cc2ccc(Cl)c(Cl)c2)n(C)c1=O	17%
46	O=[N+]([O-])c1ccc(N2CCCCC2)nc1	0%
47	CCN1C(=O)/C(=C/c2ccccc2OCCOc2cc(C)ccc2C)SC1=S	24%
48	Cc1[nH]c2ccccc2c1C(=O)/C=C/c1ccc2c(c1)OCO2	21%
49	COc1ccc(C(=O)O)cc1S(=O)(=O)N1CCC(C)CC1	2%
50	CCOC(=O)c1c(NC(=O)c2cccc(OC)c2)sc(C(=O)Nc2ccccc2F)c1C	6%
51	COc1ccc(/C=N/Nc2ccccc2[N+](=O)[O-])cc1	5%
52	CCCCOc1ccccc1C1C(C(=O)OCCOCC)=C(C)NC2=C1C(=O)CCC2 (stereo not given)	5%
53	COC(=O)c1ccc(COc2cc3oc(=O)c4c(c3cc2Cl)CCC4)cc1	15%
54	COc1ccc(S(=O)(=O)N(CC(=O)NCC2CCCO2)c2ccc(C)cc2)cc1Br (stereo not given)	0%
55	Cc1ccc(Cc2cnc(NC(=O)c3ccccc3)s2)cc1	18%
56	Cc1cc(C)c(N/C=C(\C#N)c2nc(-c3ccc(Cl)cc3)cs2)c(C)c1	7%
57	CCOC(=O)C(=Cc1ccc(-c2cccc(Cl)c2Cl)o1)C(=O)OCC	21%
58	O=C(N/N=C/C=C/c1ccco1)/C(=C/C=C/c1ccccc1)NC(=O)c1ccccc1	14%
59	CCC(=O)Nc1ccc(NC(=S)NC(=O)c2ccc(OC(C)C)cc2)cc1	18%
60	Cc1ccc(NC(=O)CN(c2cccc(Cl)c2C)S(=O)(=O)c2ccc(C)cc2)cc1	12%

Further records follow.
item	structure	RNase H inhibition
61	Cc1ccc(/C=C/c2[nH]c(=O)[nH]c(=O)c2[N+](=O)[O-])cc1	27%
62	CSc1nc2c(c(=O)[nH]1)C(c1ccc(Br)cc1)c1c(nc(SC)[nH]c1=O)O2	0%
63	CC(=O)Nc1c(C)cc(C(C)(C)c2cc(C)c(NC(C)=O)c(C)c2)cc1C	10%
64	COc1ccc(S(=O)(=O)N2CCCCCC2)cc1	5%
65	O=C(Nc1ccc2ccccc2c1)c1cccc(I)c1	0%
66	CCOC(=O)C1=C(C)N(c2ccc(C)c(C)c2)C(=O)/C1=C\c1ccc(C)cc1	9%
67	Cc1oc(CC(C)C)cc1C(=O)Nc1cccc(C(=O)O)c1	5%
68	Cc1ccc(C(=O)Nc2cc(Cl)cc(Cl)c2)c(Cl)c1	0%
69	CCOC(=O)C1=C(C)N=c2s/c(=C\c3cccc(OCc4ccccc4Cl)c3)c(=O)n2C1c1ccc(OC)c(OC)c1 (stereo not given)	9%
70	O=C(COc1ccc(Br)cc1Cl)Nc1ccc(Cl)c(Cl)c1	25%
71	CC(=O)CC(=O)Nc1cc(C)cc(C)c1	11%
72	NC(=O)NC(CCc1ccccc1)c1ccccc1 (stereo not given)	8%
73	CCc1ccc(OCC(=O)Nc2ccc(F)c([N+](=O)[O-])c2)cc1	13%
74	COc1cc(/C=C2\C(=O)NC(=O)N(c3cccc(C)c3)C2=O)cc(Br)c1O	18%
75	C=CCN1C(=O)/C(=C\c2cccc(C)n2)SC1=S	0%
76	CCc1ccc(N2C(=O)NC(=O)/C(=C\c3ccc(N4CCCCC4)o3)C2=O)cc1	0%
77	ON=Cc1cccn1-c1ccc(I)cc1	49%
78	CN1CCN(Cn2c(O)c(N=NC(=O)CSc3nc4ccccc4o3)c3ccccc32)CC1	6%
79	CC1(C)OC2OC(COC(=O)c3ccccc3Cl)C3OC(C)(C)OC3C2O1 (stereo not given)	5%
80	O=[N+]([O-])c1cc(S(=O)(=O)Nc2ccc(O)c(Br)c2)ccc1Cl	3%
81	c1ccc2c(c1)ncn2CCn1cnc2ccccc21	4%
82	O=C(CCCOc1ccc(Cl)cc1Cl)Nc1ccc(F)cc1F	2%
83	CCOC(=O)c1ccc2c(c1)N(CC)/C(=C/C=C/c1n(CCCS(=O)(=O)[O-])c3cc(C(=O)OCC)ccc3[n+]1CC)N2CC	0%
84	N#CC1=C(N)Oc2cc(N)ccc2C1c1ccsc1 (stereo not given)	6%
85	COC(=O)c1ccc(NC(=O)COc2ccccc2C(C)C)cc1	12%
86	COc1cc(C=C2C(=O)NC(=S)NC2=O)cc(Cl)c1OCCOc1c(C)cccc1C	8%
87	C/C(NCCCN1CCOCC1)=C(\C#N)C(=O)NCc1ccccc1	6%
88	Cc1ccc(C(=O)NNC(=O)c2ccc([N+](=O)[O-])cc2)cc1[N+](=O)[O-]	1%
89	Clc1ccccc1-c1nc(-c2ccccc2)c(-c2ccccc2)[nH]1	18%
90	Cc1cc(I)ccc1NC(=O)CCC(=O)N/N=C/c1cccc([N+](=O)[O-])c1	8%
91	Cc1cccn2c(=O)c(/C=C3\SC(=S)N(CCc4ccccc4)C3=O)c(NCCCn3ccnc3)nc12	0%
92	CCN(CC)c1ccc(C=Nc2cc([N+](=O)[O-])ccc2C)cc1	6%
93	N/C(=N\OC(=O)c1ccccc1I)c1ccccc1	3%
94	CN(C)c1ccc(/C=N/Nc2nc(-c3ccc(Br)cc3)cs2)cc1	15%
95	CCOC(=O)C1=C(O)/C(=C/c2cccc(OC)c2)SC1=Nc1ccccc1	21%
96	CC1=C(C(=O)OCC2CCCO2)C(c2ccc([N+](=O)[O-])cc2)NC(=O)N1 (stereo not given)	3%

Molecules listed so far with bromine:
item	structure	RNase H inhibition
19	Cc1ccc(C)c(S(=O)(=O)N=Nc2c(O)[nH]c3ccc(Br)cc23)c1	14%
28	O=[N+]([O-])c1cccc(-c2nnc(-c3ccc(Br)o3)o2)c1	0%
38	CC(C)CSc1nnc(-c2ccc(Br)cc2)o1	17%
54	COc1ccc(S(=O)(=O)N(CC(=O)NCC2CCCO2)c2ccc(C)cc2)cc1Br (stereo not given)	0%
62	CSc1nc2c(c(=O)[nH]1)C(c1ccc(Br)cc1)c1c(nc(SC)[nH]c1=O)O2	0%
70	O=C(COc1ccc(Br)cc1Cl)Nc1ccc(Cl)c(Cl)c1	25%
74	COc1cc(/C=C2\C(=O)NC(=O)N(c3cccc(C)c3)C2=O)cc(Br)c1O	18%
80	O=[N+]([O-])c1cc(S(=O)(=O)Nc2ccc(O)c(Br)c2)ccc1Cl	3%
94	CN(C)c1ccc(/C=N/Nc2nc(-c3ccc(Br)cc3)cs2)cc1	15%

Later entries.
item	structure	RNase H inhibition
97	O=C(O)C1C(C(=O)Nc2cccc(Cl)c2)C2C=CC1C21CC1 (stereo not given)	13%
98	O=C(Nc1nc2ccc3ccccc3c2s1)c1ccc(C(=O)c2ccccc2)cc1	18%
99	O=C(Nc1ccc(N2CCOCC2)cc1)c1ccccc1F	0%
100	Cc1cc(CN2CCCCC2)cc(C(C)(C)C)c1O	9%
101	COc1ccc(N[C@H]2O[C@@H](C)[C@H](O)[C@@H](O)[C@H]2O)c([N+](=O)[O-])c1	6%
102	COc1cccc(N2C(=O)C3C(c4ccc(Cl)cc4)OC4(C(=O)c5ccccc5C4=O)C3C2=O)c1 (stereo not given)	17%
103	Cc1ccccc1S(=O)(=O)N=C1C=CC(=O)C(Cl)=C1	11%
104	CCOC(=O)COc1c(Cl)cc(/C=C2\C(=O)NC(=O)N(c3ccc(C)cc3)C2=O)cc1Cl	0%
105	COc1ccc(NC(=O)c2cc(Br)ccc2Cl)cc1Cl	6%
106	O=C(N=Nc1c(O)[nH]c2ccc(I)cc12)c1ccccc1	18%
107	Cc1cc(C)nc(/N=C(\N)N2CCc3ccccc3C2)n1	15%
108	COc1cc(/C=c2\sc3n(c2=O)C(c2c(OC)ccc4ccccc24)C(C(C)=O)=C(C)N=3)cc(OC)c1OC (stereo not given)	8%
109	COc1cc(C(=O)NC(NC(=S)N2CCOCC2)C(Cl)(Cl)Cl)cc(OC)c1OC (stereo not given)	3%
110	Cc1ccc(-c2csc(NC(=O)c3sc4ccccc4c3Cl)n2)cc1	10%
111	N#C/C(=C/c1ccccc1[N+](=O)[O-])C(=O)Nc1ccc(Cl)cc1	4%
112	CC(C)(C)C(=O)ON1C(=O)c2ccccc2C1=O	9%
113	COc1ccccc1N1C(=O)c2ccc(-c3nc4ccccc4c(=O)o3)cc2C1=O	6%
114	Cc1sc2[nH]c(=O)n(-c3ccc(Cl)cc3)c(=O)c2c1C	9%
115	COc1ccc2ccccc2c1/C=C1\SC(=S)N(C)C1=O	41%
116	COc1ccccc1NC(=O)Nc1nnc(COc2ccc(C(C)(C)c3ccccc3)cc2)s1	21%
117	Cc1ccc(NC(=O)c2ccc(C(=O)Nc3ccc(C)cc3Br)cc2)c(Br)c1	9%
118	COc1ccc(Cl)cc1NS(=O)(=O)c1cc(Cl)ccc1Cl	42%
119	COc1ccc2c(c1OC)C(=O)OC2C(C(C)=O)C(C)=O (stereo not given)	8%
120	COc1ccc(C(C[N+](=O)[O-])c2c[nH]c3ccccc23)cc1 (stereo not given)	18%
121	NC(=O)c1ccccc1NC(=O)c1ccc(Cl)cc1Cl	7%
122	Cc1cc(C)nc(SCCN(C)C)n1	3%
123	CC1CCN(CCOCCOc2c(Cl)cc(Cl)cc2Cl)CC1	5%
124	CCN(CC)CCCCOc1c(C)ccc(C)c1C	12%
125	C=CCc1c(C)nc(SC)nc1Nc1ccc(C(=O)O)cc1	14%
126	N#C/C(=C\c1cccc([N+](=O)[O-])c1)c1nn(CCO)c(N)c1C#N	6%

An excerpt. The share of hits here may be higher or lower than overall.
